Mcl-1 Bim block: disrupts Bim peptide binding to human Mcl-1. Q07820. Bead-based flow cytometry, Bim peptide-Mcl-1 binding. inhibition, % at 10 µM. actives 0.1% (n = 190,000);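 also: 0% = no compound tracer wells and 100% = peptide blocker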
Target sequence (Q07820 whole entry, looked up): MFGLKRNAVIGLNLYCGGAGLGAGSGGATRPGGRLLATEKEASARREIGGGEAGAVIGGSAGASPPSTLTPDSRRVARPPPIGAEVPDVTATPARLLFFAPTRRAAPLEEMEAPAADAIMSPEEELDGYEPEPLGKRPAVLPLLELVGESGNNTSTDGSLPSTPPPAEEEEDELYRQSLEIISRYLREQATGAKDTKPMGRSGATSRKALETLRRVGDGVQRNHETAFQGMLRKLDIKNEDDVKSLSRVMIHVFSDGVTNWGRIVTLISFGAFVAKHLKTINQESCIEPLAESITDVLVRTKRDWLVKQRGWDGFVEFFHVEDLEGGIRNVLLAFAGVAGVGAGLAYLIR
ABCG2 block: blocks JC-1 efflux by human ABCG2 transporter | Q9UNQ0 | IgMXP3 cells, flow cytometry | inhibition, % at 6.6 µM | actives 0.1% (n = 190,000) | AID 1325;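 active = inhibition above 80%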;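 also: 0% = DMSO and 100% = nicardipine control wells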
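material = IgMXP3 (ABCG2) plus far-red-tagged CCRF-Adr (ABCB1) cells | amount = 3 million cells/mL, equal mix of both lines | also added = JC-1 transporter substrate | dosing = one concentration, 6.6 µM final | schedule = 10 min at 25 °C | measured by = flow cytometric JC-1 green MFI at 530 nm | read-out basis = percent efflux inhibition, scaled nicardipine 100% to DMSO 0%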
Bim-Bcl-XL: disrupts Bim peptide binding to human Bcl-XL; bead flow cytometry, fluorescence; actives 0.04% (n = 190,000); Q07817; inhibition, % at 10 µM
RGS8-Gao reg: human RGS8-Galphao interaction regulation. actives 0.34% (n = 220,000). multiplexed bead flow cytometry, RGS8-Galphao binding; actives lie on both sides. P09471. AID 1423. response (percent of control binding), % at 10 µM; in the data active = response below about 60% or above about 140%; inactive = in between;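 also: Galphao activated as the GDP aluminium fluoride complex binding bead-coupled RGS8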
ABCB1 inh: inhibitors of human ABCB1 transporter, ABCG2 counter-screen | P08183 | CCRF-Adr cells, JC-1 efflux, flow cytometry | inhibition, % at 6.6 µM | actives 0.067% (n = 190,000) | AID 1326; in the data active = inhibition above about 40%;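 also: 0% = vehicle and 100% = reference inhibitor; higher value means more JC-1 retained so stronger ABCB1 efflux block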
RGS4-Gao reg: modulates binding of RGS4 to human Galphao | actives 0.33% (n = 220,000) | binding response (% of control), % at 10 µM | Multiplexed bead flow cytometry; actives lie on both sides | P09471; in the data active = binding response below about 49% or above about 150%; inactive = in between;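 also: fluorescent Galphao activated with aluminum fluoride binding bead-coupled RGS4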
Bim-Bfl-1: inhibitors of Bim-Bfl-1 interaction, human. actives 0.12% (n = 190,000). Bead-based flow cytometry, Bim-Bfl-1 binding inhibition. AID 1008. inhibition, % at 10 µM;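 also: 0% = wells without compound plus tracer and 100% = blocker peptide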
Bim-Bcl-W: inhibitors of Bim-Bcl-W interaction, human | Q92843 | inhibition, % at 10 µM | AID 952 | bead-based flow cytometry, Bim peptide-Bcl-W binding | actives 0.02% (n = 190,000);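 also: 0% = bound tracer without compound and 100% = peptide blocker; higher means less fluorescent Bim peptide bound to Bcl-W beads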
Target sequence (Q92843 whole entry, looked up): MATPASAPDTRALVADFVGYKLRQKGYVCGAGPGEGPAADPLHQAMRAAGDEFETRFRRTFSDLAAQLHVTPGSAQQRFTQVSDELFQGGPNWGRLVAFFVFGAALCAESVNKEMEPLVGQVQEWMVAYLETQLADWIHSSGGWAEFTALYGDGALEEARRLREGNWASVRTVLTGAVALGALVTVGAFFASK
RGS7-Gao: human RGS7-Galphao interaction regulation | binding response (% of control), % at 10 µM | Multiplexed bead flow cytometry, RGS7-Galphao binding; actives lie on both sides | actives 0.35% (n = 220,000) | P09471; in the data active = binding response below about 49% or above about 150%; inconclusive = no clear call, values can overlap the other calls; inactive = in between;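 also: fluorescent Galphao held in activated GDP-AlF4 state binding bead-coupled RGS7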
Bcl-2 Bim block: disrupts Bim peptide binding to human Bcl-2; P10415; Bead-based flow cytometry, Bim peptide-Bcl-2 binding; inhibition, % at 10 µM; actives 0.06% (n = 190,000); AID 950; in the data active = inhibition above about 40%; inconclusive = no clear call, values can overlap the other calls;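 also: 0% = no compound wells with probe peptide and 100% = reference peptide inhibitor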
Target sequence (P10415 whole entry, looked up): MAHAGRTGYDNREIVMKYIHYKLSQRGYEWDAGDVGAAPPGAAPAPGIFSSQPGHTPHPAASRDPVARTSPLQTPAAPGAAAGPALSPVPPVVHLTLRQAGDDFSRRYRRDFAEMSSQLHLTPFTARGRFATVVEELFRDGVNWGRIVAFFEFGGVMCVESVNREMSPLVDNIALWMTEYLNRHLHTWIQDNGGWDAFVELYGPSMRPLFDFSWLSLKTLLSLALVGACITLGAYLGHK
Bim-Bcl-B: human Bim-Bcl-B interaction inhibition. bead-based flow cytometry, Bim peptide-Bcl-B binding. inhibition, % at 10 µM. actives 0.073% (n = 190,000);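 also: 0% = tracer peptide without compound and 100% = reference inhibitor peptide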
Target sequence (Q9HD36 whole entry, looked up): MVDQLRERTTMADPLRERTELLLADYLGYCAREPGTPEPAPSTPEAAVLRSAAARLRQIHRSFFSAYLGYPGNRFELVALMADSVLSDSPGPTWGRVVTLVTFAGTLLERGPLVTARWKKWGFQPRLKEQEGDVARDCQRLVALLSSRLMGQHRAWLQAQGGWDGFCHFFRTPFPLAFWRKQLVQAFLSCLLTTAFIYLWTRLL
The depositor's hits bear a star; ? = inconclusive. Rule as the data show it, unless noted: active = inhibition above about 40%.

Keys: A = Mcl-1 Bim block; B = ABCG2 block; C = Bim-Bcl-XL; D = RGS8-Gao reg; E = ABCB1 inh; F = RGS4-Gao reg; G = Bim-Bfl-1; H = Bim-Bcl-W; I = RGS7-Gao; J = Bcl-2 Bim block; K = Bim-Bcl-B
(1) CCOc1cc(N2CCOCC2)c(OCC)cc1NC(=O)c1ccco1
  A: 1	B: 9	C: -5	D: 96	E: 0.8	F: 96	G: -4	H: 1	I: 92	J: -5	K: -2
(2) CCOC(=O)C1=C(C)NC(=O)NC1c1ccccc1 (stereo not drawn)
  A: 0	B: -3	C: -2	D: 104	E: -0.2	F: 103	G: -3	H: -4	I: 103	J: -2	K: -6
(3) Cc1cccc(NC(=O)c2cc(=O)n(Cc3ccccc3)c(=O)[nH]2)c1
  A: -1	B: 1	C: -4	D: 102	E: 0.0	F: 98	G: -6	H: 0	I: 96	J: -3	K: -4
(4) C=CCC(C(=O)OC)(C(=O)OC)c1ccc([N+](=O)[O-])cc1[N+](=O)[O-]
  A: -2	B: -1	C: -2	D: 102	E: 0.2	F: 100	G: -9	H: -3	I: ?	J: -6	K: -8
(5) S=c1[nH]nc(-c2ccccc2Cl)n1CC1CCCO1 (stereo not drawn)
  A: 0	B: -2	C: -3	D: 101	E: 1.0	F: 103	G: -15	H: -4	I: 110	J: -5	K: -9
(6) O=C(NC12CC3CC(CC(C3)C1)C2)N1CCC(O)CC1
  A: -1	B: 4	C: -1	D: 102	E: 1.1	F: 103	G: -1	H: -1	I: 104	J: 2	K: -5
(7) O=C(c1ccccc1)c1cc([N+](=O)[O-])ccc1N1CCCC1
  A: -4	B: 5	C: -8	D: 100	E: 0.7	F: 101	G: -9	H: -5	I: 100	J: -4	K: -11
(8) Cc1cccc(Nc2c(F)c(F)c(F)c(F)c2C(=O)O)c1
  A: 0	B: 11	C: -1	D: 103	E: 1.2	F: 103	G: -2	H: 2	I: 99	J: -2	K: -3
(9) Nc1c(Cl)ncnc1N1CCOCC1
  A: -6	B: -6	C: -6	D: 103	E: 0.2	F: 101	G: -6	H: -7	I: 100	J: -13	K: -9
(10) CCCOC(=O)C(C)n1cnc2sc(C)c(C)c2c1=O (stereo not drawn)
  A: 0	B: 13	C: 0	D: 99	E: 1.9	F: 99	G: -2	H: -1	I: 98	J: -1	K: -3
(11) Clc1cncc(Cl)c1N/N=C/c1ccncc1
  A: -2	B: 5	C: -3	D: 98	E: -1.4	F: 95	G: -4	H: -1	I: 92	J: 0	K: 0
(12) CCC(c1nnnn1C1CCCCC1)N(Cc1ccco1)Cc1cc2ccc(OC)cc2[nH]c1=O (stereo not drawn)
  A: -2	B: 3	C: -1	D: 99	E: 3.8	F: 98	G: -1	H: 0	I: 99	J: -5	K: -3
(13) CCOc1cccc(C2C(C(=O)c3ccc(C)o3)=C(O)C(=O)N2Cc2ccncc2)c1 (stereo not drawn)
  A: -1	B: 1	C: 0	D: 100	E: 0.3	F: 98	G: -3	H: 0	I: 101	J: -2	K: 0
(14) CCCCn1c(=O)c(CCC(=O)OCC(=O)Nc2cccc3ccccc23)nc2ccccc21
  A: 0	B: 13	C: -2	D: 88	E: 3.9	F: 97	G: 0	H: -1	I: 100	J: 0	K: -2
(15) Cc1ccccc1OCC1CN(CN2CCOCC2)C(=O)O1 (stereo not drawn)
  A: 0	B: 2	C: -17	D: 101	E: 1.1	F: 100	G: -11	H: 0	I: 104	J: -8	K: -10

Next section.
Keys: A = Mcl-1 Bim block; B = ABCG2 block; C = Bim-Bcl-XL; D = RGS8-Gao reg; E = ABCB1 inh; F = RGS4-Gao reg; G = Bim-Bfl-1; H = Bim-Bcl-W; I = RGS7-Gao; J = Bcl-2 Bim block; K = Bim-Bcl-B
(16) O=C(NCc1nnc(SCC(=O)N2CCCC2)o1)c1c(F)cccc1Cl
  A: -4	B: 6	C: 0	D: 96	E: 1.2	F: 98	G: 0	H: -1	I: 92	J: -3	K: 0
(17) O=C(COC(=O)c1ccccc1C(=O)N1CCN(c2ccccc2)CC1)NCc1ccccc1
  A: -1	B: 8	C: -2	D: 95	E: 1.3	F: 96	G: -4	H: -3	I: ?	J: -4	K: -3
(18) CCCCn1c(SCC(=O)N2CCC(C)CC2)nc2ccsc2c1=O
  A: -4	B: 64	C: -6	D: 99	E: 7.3	F: 100	G: -16	H: -1	I: 100	J: -8	K: -7
(19) O=C(/C=N/O)NCC1CCNCC1
  A: -6	B: 6	C: -12	D: 100	E: 0.7	F: 104	G: -21	H: -7	I: 102	J: -13	K: -15
(20) O=c1c2ccccc2nnn1CSc1nnc(-c2cccnc2)n1-c1ccccc1F
  A: -1	B: 2	C: -3	D: 104	E: 1.2	F: 107	G: -11	H: 1	I: 105	J: -8	K: -6
(21) CCOC(=O)c1c(C)oc2c1c(C=NCC1CCCO1)c(O)c1ccccc12 (stereo not drawn)
  A: 0	B: 11	C: -1	D: 100	E: 1.0	F: 100	G: 1	H: 1	I: 101	J: 2	K: -3
(22) COc1ccc(NC2=NCC(=O)N2c2ccccc2)c(OC)c1
  A: 0	B: 13	C: 3	D: 103	E: 1.1	F: 101	G: 14	H: -1	I: 102	J: 9	K: 5
(23) CCC(=O)N1N=C(c2ccc(NS(=O)(=O)CC)cc2)CC1c1ccc(C)cc1 (stereo not drawn)
  A: 3	B: 2	C: -1	D: 99	E: 0.6	F: 98	G: -5	H: 0	I: 98	J: 0	K: 2
(24) CCOc1ccc(/C=N/N2C(=O)C(CC(=O)Nc3ccc(F)cc3F)SC2=NC)cc1OC (stereo not drawn)
  A: -3	B: 7	C: 0	D: 103	E: 2.1	F: 101	G: 0	H: -4	I: 102	J: -2	K: -6
(25) CCOc1ccc(NS(=O)(=O)c2ccc3c(c2)CCN3C(=O)C2CCC2)cc1
  A: 0	B: 2	C: -15	D: 99	E: 0.9	F: 100	G: -13	H: 4	I: 99	J: -7	K: -5
(26) N#Cc1ccc(-c2nnnn2-c2ccc3c(c2)OCO3)cc1
  A: 1	B: 2	C: -1	D: 101	E: 0.2	F: 97	G: -13	H: 0	I: 99	J: -6	K: -7
(27) COc1nnc(-c2ccc(N3CCOCC3)c(NC(=O)c3ccccc3)c2)c2ccccc12
  A: 2	B: 1	C: 13	D: 92	E: 1.4	F: 89	G: -8	H: 1	I: 89	J: -6	K: -2
(28) CCCN(Cc1cc2ccc(C)cc2[nH]c1=O)C(=O)c1ccccn1
  A: 0	B: -1	C: -14	D: 95	E: -0.4	F: 94	G: 0	H: -5	I: 100	J: 0	K: -7
(29) Cc1ccc(S(=O)(=O)N2CCN(Cc3ccccc3C(F)(F)F)CC2)cc1
  A: -4	B: 1	C: 0	D: 101	E: 0.3	F: 102	G: -2	H: -2	I: 103	J: 0	K: -3
(30) COc1ccc(NS(=O)(=O)c2cc(NC(=O)CNC(=O)c3cccc(OC)c3)ccc2C)cc1
  A: -6	B: -2	C: -7	D: 105	E: -0.4	F: 103	G: -1	H: -4	I: 103	J: -2	K: -10

The list goes on:
Keys: A = Mcl-1 Bim block; B = ABCG2 block; C = Bim-Bcl-XL; D = RGS8-Gao reg; E = ABCB1 inh; F = RGS4-Gao reg; G = Bim-Bfl-1; H = Bim-Bcl-W; I = RGS7-Gao; J = Bcl-2 Bim block; K = Bim-Bcl-B
(31) CCOC(=O)CCn1nnc(N)n1
  A: 1	B: 3	C: -2	D: 102	E: 0.2	F: 101	G: -8	H: 0	I: 101	J: -1	K: -3
(32) Cn1nc([N+](=O)[O-])c(C(C#N)c2ccccn2)c(Cl)c1=O (stereo not drawn)
  A: -1	B: 23	C: 0	D: 97	E: 2.6	F: 99	G: 6	H: 2	I: 101	J: 3	K: -4
(33) COc1ccc(CCC(C)NC2C3CC4CC(C3)CC2C4)cc1 (stereo not drawn)
  A: 1	B: 1	C: 0	D: 104	E: 0.1	F: 104	G: -13	H: 1	I: 104	J: -2	K: -3
(34) CC(Sc1nnc(Cc2ccc3c(c2)OCO3)o1)C(N)=O (stereo not drawn)
  A: 0	B: 2	C: 0	D: 98	E: 0.3	F: 97	G: -5	H: 0	I: ?	J: 0	K: -3
(35) Cn1cnnc1SCCC(=O)Nc1ccccc1
  A: 2	B: 0	C: 0	D: 102	E: -0.2	F: 106	G: -6	H: 8	I: 102	J: 0	K: -2
(36) Cc1cc(=O)cc(C)[nH]1
  A: -1	B: 1	C: 4	D: 102	E: 0.2	F: 101	G: -10	H: 3	I: 97	J: -6	K: -6
(37) CSc1nccc(-c2cc(Cl)sc2Cl)n1
  A: 1	B: 3	C: 0	D: 99	E: 0.6	F: 98	G: -6	H: 2	I: 99	J: 0	K: -1
(38) Cc1nc(N2CCN(C(=O)c3ccc(Cl)cc3)CC2)c(C#N)c2c1COC(C)(C)C2
  A: 0	B: 3	C: -3	D: 97	E: 1.3	F: 94	G: -1	H: 0	I: 98	J: 0	K: -4
(39) O=C(NCc1nnc2c3ccccc3c(-c3ccccc3)nn12)c1ccc(Cl)cc1
  A: -1	B: 12	C: -3	D: 100	E: 4.2	F: 99	G: -1	H: -1	I: 99	J: -1	K: -6
(40) Nn1c(COc2ccccc2)nnc1SC(F)F
  A: 1	B: 1	C: -2	D: 100	E: 0.8	F: 105	G: -2	H: -2	I: 103	J: 0	K: 0
(41) COC(=O)/C=C1\NC(=O)C(C)S1 (stereo not drawn)
  A: 1	B: 1	C: -2	D: 100	E: 0.0	F: 102	G: -3	H: -2	I: 102	J: -1	K: 0
(42) Cc1cccc2cc(CN(Cc3cccs3)C(c3nnnn3C3CCCC3)C(C)C)c(=O)[nH]c12 (stereo not drawn)
  A: -3	B: 58	C: -9	D: 101	E: 62*	F: 102	G: -15	H: -2	I: 100	J: -7	K: -6
(43) COC(=O)c1ccc(C2c3c(n[nH]c3C)C(=O)N2c2ccc(C)cc2)cc1 (stereo not drawn)
  A: 0	B: 2	C: -4	D: 99	E: 1.5	F: 96	G: -13	H: 0	I: 99	J: -11	K: -7
(44) O=C(N/N=C/c1cccs1)C1CC(=O)N(c2ccccc2)C1 (stereo not drawn)
  A: -1	B: 7	C: -6	D: 99	E: 1.2	F: 105	G: -5	H: -6	I: 105	J: -5	K: -4
(45) CCOC(=O)C(C)/C(C)=N/NC(=O)CCC(=O)Nc1cc(C)ccc1C (stereo not drawn)
  A: -2	B: 1	C: -6	D: 96	E: -0.1	F: 98	G: -5	H: -2	I: 96	J: -2	K: -6
(46) CC1(c2ccc(OC(F)F)cc2)NC(=O)N(CC(=O)NC2CCCCC2)C1=O (stereo not drawn)
  A: -3	B: 2	C: -3	D: 100	E: 0.8	F: 91	G: -5	H: -1	I: 100	J: 0	K: -2

An excerpt from above in order of SMILES length, falling:
Keys: A = Mcl-1 Bim block; B = ABCG2 block; C = Bim-Bcl-XL; D = RGS8-Gao reg; E = ABCB1 inh; F = RGS4-Gao reg; G = Bim-Bfl-1; H = Bim-Bcl-W; I = RGS7-Gao; J = Bcl-2 Bim block; K = Bim-Bcl-B
(42) Cc1cccc2cc(CN(Cc3cccs3)C(c3nnnn3C3CCCC3)C(C)C)c(=O)[nH]c12 (stereo not drawn)
  A: -3	B: 58	C: -9	D: 101	E: 62*	F: 102	G: -15	H: -2	I: 100	J: -7	K: -6
(38) Cc1nc(N2CCN(C(=O)c3ccc(Cl)cc3)CC2)c(C#N)c2c1COC(C)(C)C2
  A: 0	B: 3	C: -3	D: 97	E: 1.3	F: 94	G: -1	H: 0	I: 98	J: 0	K: -4
(33) COc1ccc(CCC(C)NC2C3CC4CC(C3)CC2C4)cc1 (stereo not drawn)
  A: 1	B: 1	C: 0	D: 104	E: 0.1	F: 104	G: -13	H: 1	I: 104	J: -2	K: -3
